IDE exosite inh = insulin-degrading enzyme (human) exo-site inhibition. AID 1259349. 6.3% of 17,000 active. P14735. purified IDE, FL-6b probe fluorescence polarization; active compounds read low. z-score at 20 µM;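 active = z-score of -3 or lower, meaning strong loss of probe binding signal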;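 note: His-tagged human IDE residues 42-1019 made in E. coli with 30 nM FL-6b probe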
Target sequence (P14735 42-1019 limits assumed): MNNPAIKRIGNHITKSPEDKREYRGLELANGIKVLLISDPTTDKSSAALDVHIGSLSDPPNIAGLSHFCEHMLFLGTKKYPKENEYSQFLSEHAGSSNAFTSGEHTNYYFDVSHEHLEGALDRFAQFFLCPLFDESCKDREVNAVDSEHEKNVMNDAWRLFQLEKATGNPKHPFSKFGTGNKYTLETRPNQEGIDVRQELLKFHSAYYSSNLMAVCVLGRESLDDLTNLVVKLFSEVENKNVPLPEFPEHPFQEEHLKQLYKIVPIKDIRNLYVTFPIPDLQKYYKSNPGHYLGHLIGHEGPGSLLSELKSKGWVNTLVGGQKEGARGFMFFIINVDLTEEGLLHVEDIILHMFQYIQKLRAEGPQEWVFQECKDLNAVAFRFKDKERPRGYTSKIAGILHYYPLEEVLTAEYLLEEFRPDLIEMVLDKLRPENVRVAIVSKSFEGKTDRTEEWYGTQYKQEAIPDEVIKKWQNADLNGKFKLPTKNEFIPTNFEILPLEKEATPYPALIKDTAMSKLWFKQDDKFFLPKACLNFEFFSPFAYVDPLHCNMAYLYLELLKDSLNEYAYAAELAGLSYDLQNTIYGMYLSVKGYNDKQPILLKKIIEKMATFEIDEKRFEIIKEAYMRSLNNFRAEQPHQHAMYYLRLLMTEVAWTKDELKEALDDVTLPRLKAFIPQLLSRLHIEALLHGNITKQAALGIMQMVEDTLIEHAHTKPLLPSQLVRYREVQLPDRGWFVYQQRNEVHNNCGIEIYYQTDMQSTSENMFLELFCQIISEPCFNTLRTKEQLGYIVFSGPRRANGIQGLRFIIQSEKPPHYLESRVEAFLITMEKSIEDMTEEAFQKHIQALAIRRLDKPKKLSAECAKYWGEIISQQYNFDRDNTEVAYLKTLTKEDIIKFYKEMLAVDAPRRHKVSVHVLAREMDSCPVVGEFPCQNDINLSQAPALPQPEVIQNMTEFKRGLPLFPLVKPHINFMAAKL
Active calls of the source: *. These rows are one share of the data; the hit share may differ from the screen's.

CO[C@H]1CN(C)C(=O)c2cc(NC(=O)c3ccc(Oc4ccccc4)cc3)ccc2OC[C@@H](C)NC[C@H]1C
  IDE exosite inh = -7.93*
CC(C)C[C@H]1COCc2cn(nn2)CC[C@H](C)C(=O)N1
  IDE exosite inh = -0.165
C/C=C/c1ccc([C@H]2[C@@H](CO)N(CC3CCCCC3)[C@@H]2CNC(C)C)cc1
  IDE exosite inh = 1.07
O=C(NC[C@@H]1[C@@H](c2ccccc2)[C@@H](CO)N1Cc1ccccn1)NC1CCCC1
  IDE exosite inh = 4.35
CCCC#Cc1ccc([C@@H]2[C@H](CO)N3C(=O)CN(C(=O)Nc4ccccc4)C[C@@H]23)cc1
  IDE exosite inh = 1.1
CN1c2ccc(Br)cc2[C@@H]2[C@@H](CCN2C(=O)Cc2ccccc2)[C@@H]1CO
  IDE exosite inh = 0.108
COc1ccccc1NC(=O)N1CCCCN2[C@@H](CO)[C@@H](c3ccc(C#Cc4ccccc4)cc3)[C@@H]2C1
  IDE exosite inh = -2.86
N#C[C@H]1[C@H](c2ccccc2C2=CCCC2)[C@H](CO)N1C(=O)NC1CCCCC1
  IDE exosite inh = 0.0921
O=C(Cc1ccccc1)N1CC[C@@H]2[C@H](CO)Nc3ccc(C#Cc4cccc(F)c4)cc3[C@@H]21
  IDE exosite inh = 2.26
CC(C)NC(=O)N1CCCCN2[C@H](C1)[C@H](c1ccc(C#C[C@H](C)O)cc1)[C@@H]2CO
  IDE exosite inh = 0.934
C[C@H]1COCc2cnnn2CC[C@H](Cc2ccccc2)C(=O)N1
  IDE exosite inh = 0.845
C/C=C/c1ccc([C@H]2[C@H]3CN(C(=O)c4ccccc4)CC(=O)N3[C@H]2CO)cc1
  IDE exosite inh = 2.81
COCCN(C[C@@H]1N[C@@H](CO)[C@@H]1c1ccc(-c2cccnc2)cc1)C(C)=O
  IDE exosite inh = 1.76
C[C@H](O)C#Cc1ccc([C@H]2[C@@H](CO)N3CCCCN(C(=O)c4ccc5c(c4)OCO5)C[C@H]23)cc1
  IDE exosite inh = -0.0839
COCC(=O)N1[C@H](CO)[C@@H](c2ccccc2-c2ccc(C)cc2)[C@@H]1C#N
  IDE exosite inh = 1.26

O=C(C[C@H]1C[C@H]2c3cc(NS(=O)(=O)c4ccc(F)cc4)ccc3O[C@H]2[C@@H](CO)O1)NCc1cccnc1
  IDE exosite inh = -0.121
CC(C)C#Cc1ccc([C@@H]2[C@@H](CO)N3CCCCN(C(=O)c4ccc(F)cc4)C[C@H]23)cc1
  IDE exosite inh = 3.79
O=C(Nc1cc(F)ccc1F)N1CCCCN2[C@H](CO)[C@H](c3ccc(-c4cncnc4)cc3)[C@@H]2C1
  IDE exosite inh = 1.37
O=C(Cc1cccnc1)N1CC(=O)N2[C@H](C1)[C@H](c1ccc(C3=CCCC3)cc1)[C@@H]2CO
  IDE exosite inh = 2.61
C[C@@H]1CCCCO[C@H](CN(C)S(=O)(=O)c2ccccc2)[C@H](C)CN([C@@H](C)CO)C(=O)c2cc(NC(=O)Nc3ccc4c(c3)OCO4)ccc2O1
  IDE exosite inh = -0.0697
CN1CCCCN2[C@H](CO)[C@@H](c3ccc(C#CC4(O)CCCC4)cc3)[C@@H]2C1
  IDE exosite inh = 0.888
CC(C)CC#Cc1ccc([C@@H]2[C@@H](CO)N3C(=O)CN(C(=O)c4cnccn4)C[C@@H]23)cc1
  IDE exosite inh = 0.084
CN(C)C(=O)c1cccc(-c2ccc3c(c2)[C@@H]2[C@@H](CCN2C(=O)c2cnccn2)[C@H](CO)N3)c1
  IDE exosite inh = 0.00648
CN(C)CC(=O)N1[C@H](CO)[C@@H](c2ccc(-c3ccc(C(=O)N(C)C)cc3)cc2)[C@@H]1C#N
  IDE exosite inh = 2.16
COc1ccccc1S(=O)(=O)N1CC[C@@H]2[C@H]1c1cc(C#CC3CCCCC3)ccc1N[C@@H]2CO
  IDE exosite inh = -0.398
CCCNC(=O)N1[C@@H](C#N)[C@H](c2ccc(-c3ccccc3F)cc2)[C@@H]1CO
  IDE exosite inh = -2.25
O=C(C[C@@H]1C[C@H]2c3cc(NC(=O)C4CCOCC4)ccc3O[C@H]2[C@@H](CO)O1)NCCN1CCCCC1
  IDE exosite inh = 0.542
CCCNC(=O)N1[C@@H](C#N)[C@H](c2ccc(-c3cccc(OC)c3)cc2)[C@@H]1CO
  IDE exosite inh = -0.94
C[C@H](NC(=O)C[C@@H]1CC[C@H]2[C@@H](COC[C@@H](O)CN2C(=O)Nc2cccc(Cl)c2)O1)c1ccccc1
  IDE exosite inh = 1.3
CC(C)CC#Cc1ccc([C@@H]2[C@@H](CO)N3CCCCN(S(=O)(=O)c4ccc(F)cc4)C[C@H]23)cc1
  IDE exosite inh = 6.3

New compounds follow.
| Compound | IDE exosite inh |
| --- | --- |
| Cc1cccc(-c2ccc([C@H]3[C@H](CO)N4CCCCN(C(=O)c5cccnc5)C[C@@H]34)cc2)c1 | 1.15 |
| COc1ccccc1C(=O)Nc1ccc2c(c1)C(=O)N(C)[C@H]1CC[C@H](CC(=O)Nc3cc(F)ccc3F)O[C@@H]1CO2 | 1.3 |
| Cc1ccccc1S(=O)(=O)Nc1ccc2c(c1)C(=O)N(C)[C@H]1CC[C@@H](CC(=O)O)O[C@H]1CO2 | -0.503 |
| CC(=O)N1[C@H](CO)[C@H](c2ccccc2)[C@@H]1CN(CC(C)C)C(=O)c1ccccn1 | 1.15 |
| Cn1cnc(S(=O)(=O)N2CCCCN3[C@H](CO)[C@H](c4ccc(-c5ccccc5)cc4)[C@@H]3C2)c1 | 1.95 |
| Cc1ccccc1-c1ccc2c(c1)O[C@@H](CN(C)C(=O)Nc1ccc(C(F)(F)F)cc1)[C@H](C)CN([C@H](C)CO)S2(=O)=O | -1.21 |
| Cc1noc(C)c1NC(=O)N(C)C[C@@H]1Oc2cc(C#CCN(C)C)ccc2S(=O)(=O)N([C@@H](C)CO)C[C@H]1C | 0.391 |
| O=C(c1ccncc1)N1CC2(C1)[C@H](c1ccccc1)[C@H](CO)N2CC1CC1 | -1.03 |
| O=C(C[C@@H]1CC[C@@H]2[C@H](COC[C@H](O)CN2C(=O)c2ccncc2)O1)NCc1cc(F)cc(F)c1 | 1.62 |
| CN1C(=O)c2cc(NS(=O)(=O)c3ccccc3Cl)ccc2OC[C@H]2O[C@@H](CC(=O)Nc3cc(F)ccc3F)CC[C@@H]21 | -0.769 |
| C[C@H](CO)N1C[C@H](C)[C@H](CN(C)CC2CCCCC2)OCCCC[C@H](C)Oc2ccc(NS(C)(=O)=O)cc2C1=O | 2.77 |
| C[C@@H]1CCCCO[C@H](CN(C)CC2CC2)[C@H](C)CN([C@H](C)CO)C(=O)c2cc(NC(=O)c3ccccc3)ccc2O1 | 0.587 |
| CN1CCN(C(=O)c2cc3c(c(-c4cccc(-c5cccnc5)c4)n2)[C@H](CCO)N(C(=O)CC2CC2)C3)CC1 | -0.332 |
| N#C[C@H]1[C@@H](c2ccc(-c3ccccc3F)cc2)[C@@H](CO)N1C(=O)c1ccccn1 | 0.488 |
| COc1cccc(NC(=O)N2C[C@@H](O)COC[C@@H]3O[C@H](CC(=O)N(C)C)CC[C@H]32)c1 | -0.464 |
| Cc1cccc(-c2ccc([C@H]3[C@H]4CN(CCC(F)(F)F)CCCCN4[C@H]3CO)cc2)c1 | 0.636 |
| C[C@@H]1CCCCO[C@H](CN(C)C(=O)NC2CCCCC2)[C@H](C)CN([C@H](C)CO)C(=O)c2cc(N(C)C)ccc2O1 | 0.551 |
| COCC(=O)NC[C@@H]1[C@@H](c2ccc(C3=CCCC3)cc2)[C@@H](CO)N1C(=O)C1CC1 | 3.99 |
| Cc1cc(C(=O)Nc2ccc3c(c2)C(=O)N(C)[C@@H]2CC[C@@H](CC(=O)NCc4ccc(-c5ccccc5)cc4)O[C@H]2CO3)no1 | -0.443 |
| Cc1nn(C)cc1NC(=O)C[C@@H]1CC[C@H]2[C@@H](COc3ccc(NC(=O)C4CCOCC4)cc3C(=O)N2C)O1 | -1.98 |
| O=C(C1CC1)N1CCCCN2[C@H](C1)[C@H](c1ccc(-c3cccc(F)c3)cc1)[C@@H]2CO | -1.04 |
| N#C[C@@H]1[C@H](c2ccc(-c3cccc(F)c3)cc2)[C@@H](CO)N1S(=O)(=O)c1cccc(F)c1 | 5.15 |
| Cc1ccccc1-c1cnc2c(c1)C(=O)N([C@H](C)CO)C[C@@H](C)[C@@H](CN(C)Cc1ccccc1F)O2 | -2.79 |
| COCC#Cc1ccc([C@H]2[C@H]3CN(C(=O)C4CCOCC4)CC(=O)N3[C@H]2CO)cc1 | 0.437 |
| COc1cccc(C#Cc2ccc([C@@H]3[C@@H](CO)N4C(=O)CN(C(C)=O)C[C@@H]34)cc2)c1 | -7.54* |
| CNC(=O)C[C@H]1CC[C@H]2[C@@H](COC[C@@H](O)CN2Cc2ccccc2F)O1 | 1.37 |
| O=C(NCc1ccccc1)[C@@H]1[C@@H](CO)[C@@H]2Cn3c(cccc3=O)[C@H]1N2C(=O)Cc1ccccn1 | -0.417 |
| COc1ccc(NC(=O)N2CCC3(CC2)CN(C(=O)CN2CCOCC2)[C@H](CO)c2[nH]c4cc(OC)ccc4c23)cc1 | -0.878 |
| C[C@@H]1CN([C@@H](C)CO)C(=O)c2cc(-c3ccncc3)cnc2O[C@H]1CN(C)C(=O)CN1CCOCC1 | -0.37 |
| C[C@@H]1CCCCO[C@H](CN(C)S(=O)(=O)c2cn(C)cn2)[C@@H](C)CN([C@H](C)CO)C(=O)c2cc(N(C)C)ccc2O1 | 1.16 |
| CN(C)C(=O)c1cccc(-c2ccc([C@H]3[C@@H](CO)N4C(=O)CN(C(=O)C5CC5)C[C@@H]34)cc2)c1 | 3.52 |
| CO[C@H](CN(C)S(=O)(=O)c1ccc(F)cc1)[C@@H](C)CN(Cc1ccccc1Cl)[C@@H](C)CO | 1.89 |
| O=C(Nc1cc(F)ccc1F)N[C@@H]1CC[C@H](CCn2cc(C3CCCCC3)nn2)O[C@H]1CO | -0.0821 |
| COCC(=O)N(C)C[C@H]1[C@H](c2ccccc2)[C@@H](CO)N1C(=O)Cc1cccnc1 | 4.27 |
| C[C@H](CO)N1C[C@H](C)[C@@H](CN(C)C(=O)NC2CCCCC2)OCc2ccccc2-c2c(n(C)c3ccccc23)C1=O | 0.139 |
| Cc1cccc(-c2ccc([C@@H]3[C@@H](CO)N4C(=O)CN(C(=O)Cc5ccccn5)C[C@@H]34)cc2)c1 | -11.8* |
| CO[C@H](CN(C)Cc1ccc2c(c1)OCO2)[C@@H](C)CN(C(=O)c1ccccc1)[C@@H](C)CO | 0.96 |
| CC(C)(C)S(=O)N1Cc2cc(C(=O)NCc3ccc4c(c3)OCO4)nc(-c3cccc(-c4cc5ccccc5o4)c3)c2[C@H]1CCO (stereo partly drawn) | -1.62 |
| O=C(Nc1cccc(F)c1)N1CCCCN2[C@@H](CO)[C@@H](c3ccc(C#CC4CC4)cc3)[C@@H]2C1 | 5.5 |
| COc1ccc(-c2ccc([C@H]3[C@H](CO)N4CCCCN(CC5CCOCC5)C[C@@H]34)cc2)cc1 | 0.894 |

Molecules above that contain a cyano group:
| Compound | IDE exosite inh |
| --- | --- |
| N#C[C@H]1[C@H](c2ccccc2C2=CCCC2)[C@H](CO)N1C(=O)NC1CCCCC1 | 0.0921 |
| COCC(=O)N1[C@H](CO)[C@@H](c2ccccc2-c2ccc(C)cc2)[C@@H]1C#N | 1.26 |
| CN(C)CC(=O)N1[C@H](CO)[C@@H](c2ccc(-c3ccc(C(=O)N(C)C)cc3)cc2)[C@@H]1C#N | 2.16 |
| CCCNC(=O)N1[C@@H](C#N)[C@H](c2ccc(-c3ccccc3F)cc2)[C@@H]1CO | -2.25 |
| CCCNC(=O)N1[C@@H](C#N)[C@H](c2ccc(-c3cccc(OC)c3)cc2)[C@@H]1CO | -0.94 |
| N#C[C@H]1[C@@H](c2ccc(-c3ccccc3F)cc2)[C@@H](CO)N1C(=O)c1ccccn1 | 0.488 |
| N#C[C@@H]1[C@H](c2ccc(-c3cccc(F)c3)cc2)[C@@H](CO)N1S(=O)(=O)c1cccc(F)c1 | 5.15 |

(continued)
| Compound | IDE exosite inh |
| --- | --- |
| COc1ccc(-c2ccc([C@@H]3[C@@H](C#N)N(C(=O)C4CCCCC4)[C@H]3CO)cc2)cc1 | 2.63 |
| C[C@@H]1CN([C@@H](C)CO)C(=O)c2ccccc2-c2ccccc2CO[C@H]1CN(C)C(=O)Nc1cccc(C(F)(F)F)c1 | 1.05 |
| O=C(NC[C@H]1[C@H](c2ccccc2)[C@H](CO)N1CC1CCCC1)c1ccccc1 | 3.01 |
| N#C[C@H]1[C@@H](c2ccccc2-c2ccccc2)[C@@H](CO)N1C(=O)Cc1cccnc1 | -0.319 |
| CCCC#Cc1ccc([C@@H]2[C@H]3CN(C(=O)Nc4ccccc4)CC(=O)N3[C@H]2CO)cc1 | 1.19 |
| CC(C)[C@H]1CC=CC[C@@H](C)Oc2ccccc2C(=O)N(C)[C@H](C(C)C)C(=O)N1 (mixture of isomers) | 1.47 |
| N#C[C@@H]1[C@H](c2ccccc2C2=CCCC2)[C@@H](CO)N1C(=O)c1cccc(F)c1 | 0.377 |
| N#C[C@H]1[C@@H](c2ccccc2C2=CCCC2)[C@H](CO)N1C(=O)C1CCCC1 | 5.35 |
| O=C(C[C@H]1CC[C@H]2NC[C@@H](O)COC[C@@H]2O1)NC1Cc2ccccc2C1 | -0.933 |
| Cn1cnc(S(=O)(=O)N2CCCCN3[C@@H](CO)[C@@H](c4ccc(C#CC5CCCC5)cc4)[C@@H]3C2)c1 | 1.81 |
| CN(C)CC(=O)N1CC2(C1)[C@@H](c1ccccc1)[C@@H](CO)N2Cc1cc(F)ccc1F | -0.681 |
| C[C@H](CO)N1C[C@H](C)[C@@H](CN(C)S(=O)(=O)c2cn(C)cn2)OCc2cnnn2CCCC1=O | -0.217 |
| CCC(=O)N1[C@H](CO)[C@@H](c2ccc(-c3cccnc3)cc2)[C@@H]1CN(C)C(C)=O | 1.61 |
| Cc1noc(C)c1NC(=O)Nc1ccc2c(c1)C(=O)N(C)[C@H]1CC[C@@H](CC(=O)N[C@H]3CCN(Cc4ccccc4)C3)O[C@H]1CO2 | 0.179 |
| Cc1ccc(S(=O)(=O)Nc2ccc3c(c2)C(=O)N([C@H](C)CO)C[C@H](C)[C@H](CN(C)S(=O)(=O)c2cccs2)OCCCC[C@H](C)O3)cc1 | 2.11 |
| CC=Cc1ccc2n(c1=O)C[C@@H]1[C@@H](CO)[C@H](C(=O)NCc3ccccc3Cl)N(S(C)(=O)=O)[C@H]21 (mixture of isomers) | 0.924 |

From PubChem
